# CHT block: inhibits the human high affinity choline transporter. CHT-expressing cells, membrane potential dye, choline response; hits give low values. B-score at 10 µM. 310,000 tested, 0.86% active. AID 488975;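 active = B-score over 3 SD under the library average, and starting fluorescence ratio not unusually high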;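 also: choline stimulus applied at its EC90 after an EC20 pre-addition; B-score computed on integrated fluorescence ratio after choline addition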
# KCNQ2 block: KCNQ2 channel blockers in CHO-K1 cells – cell-based, FluxOR thallium flux, B-score, primary screen (AID 2156); O88943; 20 min; hits give low values; B-score at 10 µM; 310,000 tested, 1.1% active;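 active = fluorescence ratio B-score at most minus 3 library SDs, with starting brightness B-score within 2 library SDs, cut at about -5.5 in these data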
# Target sequence (O88943 whole entry, looked up): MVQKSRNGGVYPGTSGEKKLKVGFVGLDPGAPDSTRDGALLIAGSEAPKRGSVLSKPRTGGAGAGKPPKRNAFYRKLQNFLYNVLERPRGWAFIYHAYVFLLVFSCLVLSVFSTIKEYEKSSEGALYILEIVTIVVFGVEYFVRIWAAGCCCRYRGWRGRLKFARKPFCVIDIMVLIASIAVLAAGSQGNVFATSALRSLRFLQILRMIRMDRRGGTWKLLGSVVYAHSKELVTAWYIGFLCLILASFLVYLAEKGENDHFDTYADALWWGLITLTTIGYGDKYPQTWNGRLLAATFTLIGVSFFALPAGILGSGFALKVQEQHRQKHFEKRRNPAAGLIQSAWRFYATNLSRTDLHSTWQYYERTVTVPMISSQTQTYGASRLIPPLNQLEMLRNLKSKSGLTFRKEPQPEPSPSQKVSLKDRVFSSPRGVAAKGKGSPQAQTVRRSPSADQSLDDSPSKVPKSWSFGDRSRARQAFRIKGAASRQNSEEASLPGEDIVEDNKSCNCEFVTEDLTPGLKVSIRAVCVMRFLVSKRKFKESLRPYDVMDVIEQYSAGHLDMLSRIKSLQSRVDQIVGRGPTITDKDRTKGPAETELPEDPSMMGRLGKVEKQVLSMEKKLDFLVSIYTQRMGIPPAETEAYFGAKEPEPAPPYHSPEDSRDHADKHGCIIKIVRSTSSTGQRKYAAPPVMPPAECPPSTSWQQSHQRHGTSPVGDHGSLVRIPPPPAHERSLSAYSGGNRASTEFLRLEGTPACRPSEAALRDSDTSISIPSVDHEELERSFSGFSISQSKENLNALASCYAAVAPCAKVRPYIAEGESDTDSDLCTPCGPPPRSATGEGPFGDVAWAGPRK
# An asterisk follows results filed as active; i = inactive.
CHT block	KCNQ2 block	smiles
i	i	Cc1ccc(NC(=O)CCNC(=O)Cn2ccc3ccccc3c2=O)cc1F
i	i	CC(C)=CCN1CCN(Cc2cc(C(C)C)n[nH]2)CC1CCO (configuration not stated)
i	i	CC(C)NC(=O)CCN1C(=O)c2ccccc2Sc2ncccc21
i	i	Cc1cc(C)cc(N(CC(=O)NC(C)C)C(=O)CCC(=O)Nc2ccccn2)c1
i	i	O=C(O)c1cc2c(ccc3ccccc32)o1
i	i	COc1ccc(-c2ccnc3nc(-n4cccc4)nn23)cc1
i	i	CCc1sc(C(=O)NCCc2ccc(S(N)(=O)=O)cc2)cc1Br
i	i	COc1ccc(NS(=O)(=O)c2cc(NC(=O)c3cnccn3)ccc2N2CCCC2)cc1
i	i	Cc1nc(-c2coc3cc(C)c(N=O)c(O)c3/c2=N\N)cs1
i	i	COCCNC(=O)CN1C(=O)NC2(CCCc3ccccc32)C1=O (configuration not stated)

# Further results follow:
CHT block	KCNQ2 block	smiles
i	i	CCCC1=C(C(=O)OCC)C(c2ccccc2OC)NC(=O)N1 (configuration not stated)
i	i	C=CCS(=O)(=O)N1CCCC(N2CCN(c3ccccc3OC)CC2)C1 (configuration not stated)
i	i	Cc1cc(C)n(-c2ccc(C(=O)Nc3cccnc3Cl)cc2)n1
i	i	CCOc1ccc(CN2CCCC(N3CCN(c4ccc(OC)cc4)CC3)C2)cc1 (configuration not stated)
i	i	O=C(CO/N=C/c1ccccc1OC(F)F)NCc1cccs1
i	i	O=C(O)CN1C(=O)/C(=C\c2cc(Br)ccc2OCc2ccc(Cl)cc2Cl)SC1=S
i	i	CCO[C@@H]1OC(C(=O)N2CCOCC2)=C[C@H](C(C)(C)C)[C@H]1CCCO
i	i	CCn1c(=NC(=O)c2ccco2)sc2cccc(F)c21
i	i	O=C(OCC(=O)N1CCc2ccccc21)c1cncc(Br)c1
i	i	CCn1nc(C)c(NC(=O)CC23CC4CC(CC(C4)C2)C3)c1C

# (list continues)
CHT block	KCNQ2 block	smiles
i	i	CC(Oc1ccccc1)C(=O)N1CCC2(CC1)Oc1ccc(F)cc1C(=O)C21CC(c2cccnc2)=NO1 (configuration not stated)
i	i	O=C(NCc1cccs1)C1CC(=O)N(c2ccc(F)cc2)C1 (configuration not stated)
i	i	O=C(OCc1ccccc1)C1CCCN1C(=O)c1cccs1 (configuration not stated)
i	i	Cc1ccc(N=Nc2ccc(O)c(/C=N\NC(=O)c3ccc(N)cc3)c2)cc1C
i	i	CCN(CC)S(=O)(=O)c1ccc(C(=O)NC(=S)N(CCO)Cc2ccccc2)cc1
i	i	O=C(C1CCN(S(=O)(=O)c2ccc(-n3cnnn3)cc2)CC1)N1CCN(c2ccccc2)CC1
i	i	COC(Cc1ccccc1N1CCCC1=O)OC
i	i	Cc1ccn2cc(CCNS(=O)(=O)c3ccc4c(c3)OCCO4)nc2c1
i	i	O=C(CN1C(=O)C2CC=CCC2C1=O)Nc1nc2ccccc2[nH]1 (configuration not stated)
i	i	COc1cc(C)c(NC(=O)Cc2ccsc2)cc1OC

# Remaining list, next part
CHT block	KCNQ2 block	smiles
i	i	O=C(CCN1C(=O)c2ccccc2C1=O)N1CCCCCC1
-6.6*	i	CCOc1cc(/C=N/NC(=O)CN2CCCCC2)ccc1OCc1cccc(Cl)c1
i	i	O=C(Nc1ccc(N2CCCCC2)cc1)c1cccnc1Cl
i	i	CCN(CCn1cccn1)C(=O)CCc1nnc(Cc2c[nH]c3ccccc23)o1
i	i	CC/C(=N\NC(=O)c1cc(C)nc2ccccc12)c1ccc(C)s1
i	i	CC(=O)Nc1ccc2c(c1)ncn2-c1ccc(C)cc1
i	i	CCOC(=O)C1CCCN(CCC(=O)Nc2c(C(=O)OC)[nH]c3cc(OC)ccc23)C1 (configuration not stated)
i	i	CCOC(=O)c1cc[nH]c1C
i	i	C/C(=N\NC(=O)c1nnn(-c2nonc2N)c1CN1CCOCC1)c1ccc(CC(C)C)cc1
i	i	COc1ccc(C2CC(c3ccccc3)=NN2C(=O)CSc2ncn[nH]2)cc1 (configuration not stated)

# Following part
CHT block	KCNQ2 block	smiles
i	i	CC(C)(C)OC(=O)[C@H](Cc1ccccc1)NC(=O)c1nc[nH]c1C(=O)NC1CCN(C(=O)OC(C)(C)C)CC1
i	i	O=C(NCCCN1CCCC1=O)c1ccc(S(=O)(=O)Nc2cccc(C(F)(F)F)c2)cc1
i	i	COc1ccc(C(=O)NC2CCN(CC(=O)NCc3ccccc3)CC2)cc1
i	i	CC(C)(C)Cc1nnc(NC(=O)c2ccco2)s1
i	i	COc1ccc(/C(O)=C2/C(=O)C(=O)N(CCCC(=O)O)C2c2ccc(OC)c(OC)c2)cc1 (configuration not stated)
i	i	O=C(Cn1cnc2c(oc3ccccc32)c1=O)N1CCCc2ccccc21
i	i	CCc1ccc(C(=O)OCC(=O)NC2CCCC2)cc1
i	i	CCOC(=O)C1=C(c2ccccc2)N=C2SCC(=O)N2C1c1ccc2c(c1)OCO2 (configuration not stated)
i	i	CCC(CO)Nc1ccc(-c2n[nH]c(=O)c3ccccc23)cc1[N+](=O)[O-] (configuration not stated)
i	i	O=C(OC(C(=O)NCc1cccs1)c1ccccc1Cl)c1ccco1 (configuration not stated)

# Additional results
CHT block	KCNQ2 block	smiles
i	i	Cc1cccc2cc(COC(=O)c3cccnc3)c(=O)[nH]c12
i	i	COc1cc([N+](=O)[O-])cc2sc(NC(=O)C(C)(C)C)nc12
i	i	CCC(C)NC(=O)CSc1nc2scc(-c3ccccc3)c2c(=O)[nH]1 (configuration not stated)
i	i	CCOC(=O)C1CCN(Cc2cc(=O)oc3cc(C)c(Cl)cc23)CC1
i	i	O=[N+]([O-])c1cc(F)c2cccnc2c1O
i	i	Cn1c(C(=O)N[C@@H](Cc2ccccc2)C(=O)NCCC(=O)O)cc2cc(Cl)ccc21
i	i	Cc1ccc(C(C)C)c(OCCN(C)C)c1
i	i	Brc1cc2[nH]cnc2c2ccccc12
i	i	COC(=O)/C=C(\Oc1ccccc1)C1(O)CCCCC1
i	i	CSc1nsc(SCC(=O)Nc2nc3ccccc3s2)n1

# 5 of these compounds, set out differently:
# Values run as follows: CHT block, KCNQ2 block
- Cc1cccc2cc(COC(=O)c3cccnc3)c(=O)[nH]c12
  i, i
- COc1cc([N+](=O)[O-])cc2sc(NC(=O)C(C)(C)C)nc12
  i, i
- CCC(C)NC(=O)CSc1nc2scc(-c3ccccc3)c2c(=O)[nH]1 (configuration not stated)
  i, i
- CCOC(=O)C1CCN(Cc2cc(=O)oc3cc(C)c(Cl)cc23)CC1
  i, i
- O=[N+]([O-])c1cc(F)c2cccnc2c1O
  i, i

# More results:
CHT block	KCNQ2 block	smiles
i	i	CC(=O)Oc1ccc(CCC(C)OC(C)=O)cc1 (configuration not stated)
i	i	CC(C)(C)OC(=O)NCCc1nnc(SCc2cccc(Cl)c2)o1
i	i	N=C1SC(CC(=O)Nc2ccccc2[N+](=O)[O-])C(=O)N1c1ccccc1 (configuration not stated)
i	i	O=C(COc1ccc2c3c(c(=O)oc2c1)CCCC3)NCCCN1CCCC1=O
i	i	S=C(NCCCN1CCOCC1)N1CCOCC1
i	i	COCCNC(=O)CSc1ncnc2sccc12
i	i	CC1Cc2cc(S(=O)(=O)N3CCN(c4ccccc4)CC3)ccc2N1C(=O)C1CC1 (configuration not stated)
i	i	CCOc1ccc(C(CCc2ccccc2)NC(=O)c2ccccc2)cc1OCC (configuration not stated)
i	i	Cc1c(C(=O)NCC2COc3ccccc3O2)oc2ccc(S(=O)(=O)N3CC(C)CC(C)C3)cc12 (configuration not stated)
i	i	CCOc1ccc(Cl)cc1S(=O)(=O)N1CCN(c2ccc(C)c(C)c2)CC1

# Five entries drawn at random from the list so far, as already listed:
CHT block	KCNQ2 block	smiles
i	i	CCOc1ccc(C(CCc2ccccc2)NC(=O)c2ccccc2)cc1OCC (configuration not stated)
i	i	O=C(COc1ccc2c3c(c(=O)oc2c1)CCCC3)NCCCN1CCCC1=O
i	i	CC1Cc2cc(S(=O)(=O)N3CCN(c4ccccc4)CC3)ccc2N1C(=O)C1CC1 (configuration not stated)
i	i	CC(C)(C)OC(=O)NCCc1nnc(SCc2cccc(Cl)c2)o1
i	i	Cc1c(C(=O)NCC2COc3ccccc3O2)oc2ccc(S(=O)(=O)N3CC(C)CC(C)C3)cc12 (configuration not stated)

# Next part.
CHT block	KCNQ2 block	smiles
i	i	CCN(CC)S(=O)(=O)c1ccc(C(=O)Oc2coc(CSc3nc(C)cc(C)n3)cc2=O)cc1
i	i	CCOC(Cn1c(SCC(=O)Nc2cc(C)on2)nc2ccccc2c1=O)OCC
i	i	CC(CNC(=O)c1ccc(C#N)cc1)NC(=O)c1ccc(C#N)cc1 (configuration not stated)
i	i	COC(=O)c1ccc(-c2csc(NC(=O)c3ccc(S(=O)(=O)N4CCc5ccccc5C4)cc3)n2)cc1
i	i	CCOCCCNC(=O)CC1Oc2ccc(C)cc2NC1=O (configuration not stated)
i	i	COc1ccc(NC(=O)c2cc([N+](=O)[O-])ccc2NC(=O)CNC2CCCCC2C)c(OC)c1 (configuration not stated)
i	i	COc1ccc(CCN2CCCn3c2nc2c3c(=O)[nH]c(=O)n2C)cc1OC
i	i	COc1ccc(N(Cc2cc(=O)[nH]c3ccccc23)C(=O)c2ccco2)cc1
i	i	Nc1ccc2nc3c(c(Cl)c2c1)CCCC3
i	i	COc1ccc(CCc2nnc(CCC(=O)NCc3cnc4ccccn34)o2)cc1

# (next part)
CHT block	KCNQ2 block	smiles
i	i	COc1cccc(C(=O)Nc2cc3c(cc2Cl)OCCCO3)c1
i	i	c1ccc2[nH]c(NCCN3CCOCC3)nc2c1
i	i	O=C(C1CCCC1)N1CCCC(Nc2ccccc2)C1 (configuration not stated)
i	i	Fc1ccc(NC(=S)NN=C2CCCCCC2)cc1
i	i	O=C(Nc1nccs1)c1cccc(N2C(=O)c3cccc4c([N+](=O)[O-])ccc(c34)C2=O)c1
i	i	CCN(C(=O)COC(=O)c1cc([N+](=O)[O-])ccc1N1CCOCC1)C1CCCCC1
i	i	O=S(=O)(c1ccccc1)N1CCC2(CC1)CO2
i	i	CCOc1ccc(C2N(c3ccc(Cl)cc3)C(=O)C3CCCN32)cc1OC (configuration not stated)
i	i	CC(=O)Nc1ccc(S(=O)(=O)NCCNS(=O)(=O)c2ccc(NC(C)=O)cc2)cc1
i	i	CN(CCc1ccccc1)C(=O)c1cc(COc2ccc(F)cc2Cl)on1

# Carrying on.
CHT block	KCNQ2 block	smiles
i	i	O=c1cc(CN2CCC(Cc3ccccc3)CC2)nc2sccn12
i	i	COC(=O)c1ccc(N2C(=O)CC(N3CCC(O)(c4ccc(Br)cc4)CC3)C2=O)cc1 (configuration not stated)
i	i	CC(=O)C1=C(C)NC(=O)CC1c1ccc(F)cc1 (configuration not stated)
i	i	Cc1cc(OCCN2CCCC2)ccc1C(C)C
i	i	Cc1scc(-c2n[nH]c(=S)n2Cc2ccccc2)c1C
i	i	COc1ccc2[nH]c(=O)c(CN(Cc3cccs3)C(=S)NCC3CCCO3)cc2c1 (configuration not stated)
i	i	COc1cc(C(=O)NCCC(=O)N2CCCCC2)cc(OC)c1OC
i	i	COc1cc(NC(=O)c2cccs2)c(OC)cc1NC(=O)CCC(=O)Nc1ccc(C)cc1
i	i	Cc1ccc(NC(=O)C(C)OC(=O)Cn2[nH]c(=O)c3ccccc3c2=O)cc1 (configuration not stated)
i	i	CSCCC(NS(=O)(=O)c1ccc(C)cc1)C(=O)N1CC=C(c2ccccc2)CC1 (configuration not stated)

# By substructure: the entries above containing bromine (five)
CHT block	KCNQ2 block	smiles
i	i	CCc1sc(C(=O)NCCc2ccc(S(N)(=O)=O)cc2)cc1Br
i	i	O=C(O)CN1C(=O)/C(=C\c2cc(Br)ccc2OCc2ccc(Cl)cc2Cl)SC1=S
i	i	O=C(OCC(=O)N1CCc2ccccc21)c1cncc(Br)c1
i	i	Brc1cc2[nH]cnc2c2ccccc12
i	i	COC(=O)c1ccc(N2C(=O)CC(N3CCC(O)(c4ccc(Br)cc4)CC3)C2=O)cc1 (configuration not stated)

# Next part
CHT block	KCNQ2 block	smiles
i	i	S=C1NC2(CCCCC2)Cc2ccccc21
i	i	COC(=O)C1=C(C)NC(C)=C(C(=O)OC)C1C(=O)OCc1nc2cc(C(=O)OC)ccc2c(=O)[nH]1
i	i	Cc1cc(C)n(-c2ncc3c(n2)N(CCO)CCOC3=O)n1
i	i	Cc1ccccc1OCc1nnc(SCC(=O)NCc2ccco2)n1C
i	i	O=C(NNC(=S)Nc1ccccc1)C1CC1
i	i	Cc1ccccc1-c1nc(CN2CCN(C(=O)c3ccco3)CC2)c(C)o1
i	i	Nc1ccc2c(c1)C(=O)c1ccccc1-2
i	i	O=C(Nc1cccc(NC(=O)C2CC3CCCC(C2)C3=O)n1)C1CC2CCCC(C1)C2=O (configuration not stated)
i	i	O=c1[nH]c2ccc(S(=O)(=O)NCCO)cc2[nH]1
i	i	CCOC(=O)c1cc(C(=O)c2cc(Br)ccc2O)coc1=N

# Remaining list, next part:
CHT block	KCNQ2 block	smiles
i	i	CN1CCN(/N=C/c2ccc(Cl)c(Cl)c2)CC1
i	i	Cc1cccc(C)c1N(Cc1ccccc1F)S(C)(=O)=O
i	i	CNC(=O)CSc1nnnn1CCCOC
i	i	COc1ccc(C(=O)NCc2ccc3c(c2)CCO3)cc1
i	i	O=C(CCCn1c(=O)oc2ccccc21)Nc1cccnc1
i	i	CCCCNCC1CCCO1 (configuration not stated)
i	i	CC1CCCCN1c1cc(C#N)c(C#N)cc1[N+](=O)[O-] (configuration not stated)
i	i	COC(=O)c1cc[n+](CC(=O)c2ccccc2)cc1
i	i	COc1ccccc1N(CC(=O)NCCSc1ccc(Cl)cc1)S(C)(=O)=O
i	i	O=c1ccc(Cc2ccc(Cl)cc2)n[nH]1

# (continued)
CHT block	KCNQ2 block	smiles
i	i	CCOC(=O)/C=C/C(=O)Nc1ccccc1-c1ccccc1NC(=O)/C=C/C(=O)OCC
i	i	Cc1cccc(CSc2cn(CC(=O)N3CCOCC3)c3ccccc23)c1
i	i	COc1nc(C)ccc1-c1noc(-c2cccs2)n1
i	i	Oc1cc(-n2cccn2)c(O)cc1-n1cccn1
i	i	CCN(CC)c1ccc(NC(=O)c2ccc(Br)o2)c(C)c1
i	i	O=C(CSc1nnc(NC(=O)c2ccco2)s1)Nc1ccccc1F

# Screening results from PubChem BioAssay.
